# GCN5L2 inh = inhibitors of human GCN5L2 histone acetyltransferase; Q92830; GCN5L2 HAT assay, ThioGlo1 CoA-SH fluorescence; Potency, µM (titrated, usually from 58.9 µM), for the others: top-dose activity change, negative = inhibition, hits mostly inhibitors; hit rate 0.21% among 390,000; AID 504327
# Target sequence (Q92830 whole entry, looked up): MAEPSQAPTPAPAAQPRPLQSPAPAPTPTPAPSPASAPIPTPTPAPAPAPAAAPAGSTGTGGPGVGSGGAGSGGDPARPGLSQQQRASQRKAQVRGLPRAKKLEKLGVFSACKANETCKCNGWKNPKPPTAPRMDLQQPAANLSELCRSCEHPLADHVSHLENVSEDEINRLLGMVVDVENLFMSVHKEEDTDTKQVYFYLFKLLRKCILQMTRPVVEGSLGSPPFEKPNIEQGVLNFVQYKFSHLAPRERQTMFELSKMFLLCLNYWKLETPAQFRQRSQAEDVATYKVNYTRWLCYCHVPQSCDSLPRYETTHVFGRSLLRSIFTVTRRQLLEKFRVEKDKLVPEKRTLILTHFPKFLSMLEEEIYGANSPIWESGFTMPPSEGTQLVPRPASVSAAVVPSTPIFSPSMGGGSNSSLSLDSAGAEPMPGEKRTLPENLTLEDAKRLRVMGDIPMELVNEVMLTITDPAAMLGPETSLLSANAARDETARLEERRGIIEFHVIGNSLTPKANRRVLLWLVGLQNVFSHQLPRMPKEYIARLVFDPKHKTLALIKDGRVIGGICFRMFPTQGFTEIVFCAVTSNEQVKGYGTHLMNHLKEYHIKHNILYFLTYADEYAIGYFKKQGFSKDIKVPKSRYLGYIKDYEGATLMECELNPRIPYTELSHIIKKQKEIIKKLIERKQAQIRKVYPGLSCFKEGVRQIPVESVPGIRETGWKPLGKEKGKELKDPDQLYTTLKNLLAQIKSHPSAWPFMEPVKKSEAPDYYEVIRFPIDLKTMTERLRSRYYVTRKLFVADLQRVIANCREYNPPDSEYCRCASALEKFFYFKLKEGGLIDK
#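 Fluorescence readout, Ex340nm/Em540nm: ThioGlo1 (50uM final) reacts with free CoA thiol released as 20nM GCN5L2 acetylates H3(1-25) peptide (75uM) using acetyl-CoA (70uM). Compound and enzyme sat 15 min beforehand; 20 min room-temperature reaction.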
# FEN1 inhibitor = human FEN1 inhibition; Recombinant FEN1 flap cleavage, fluorescence, 15 min; Potency, µM (top dose mostly 114 µM), inactives show at the top dose activity change, negative = inhibition, most hits filed as inhibitors; hit rate 0.35% among 390,000; note: nearly all actives have a fitted effect of over 65% in size
#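 Enzyme 10 nM, 15 min RT preincubation with compound; start with substrate 50 nM final; reads at 0 and 15 min; qHTS titration, four-parameter Hill fit.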
# N370S GC = inhibits or activates N370S mutant glucocerebrosidase. P04062. N370S GC spleen homogenate, 4MU-glucoside fluorescence. Potency, µM (titrated, usually from 59.4 µM), for inactives: at the highest dose activity change, negative = inhibition, most hits filed as inhibitors. hit rate 0.092% among 330,000. AID 2101;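 note: 0% = full enzyme activity and -100% = no enzyme basal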
# * = called active by the depositor; ? = inconclusive; . = no result given; & = joins results of further samples; [ ] = another dose, or the depositor's remark. Calls come from the whole dose curve; as a rule, active = well fitted curve in the direction sought with a large enough effect; inconclusive = small, poorly fitted or top-dose-only effect, or another doubt; inactive = no such curve, though single readings can be large; an effect the other way counts as inactive or inconclusive. Unless noted, % is set by controls: 0 for no effect and ±100 for the full control effect; potency is the fitted concentration of half-maximal effect. The list is partial; rates above refer to the full screens.
SMILES,GCN5L2 inh,FEN1 inhibitor,N370S GC
CC[C@H](C)[C@H](NC(=O)[C@H](CCC(=O)O)NC(=O)[C@H](CC(N)=O)NC(=O)[C@@H](N)[C@@H](C)O)C(=O)N[C@H](C(=O)N[C@@H](CCC(=O)O)C(=O)N[C@@H](CCC(=O)O)C(=O)N[C@@H](CCC(N)=O)C(=O)N[C@@H](Cc1ccc(O)cc1)C(=O)N[C@H](C(=O)N1CCC[C@H]1C(=O)N[C@@H](CCC(N)=O)C(=O)N[C@@H](CO)C(=O)N[C@@H](CC(C)C)C(=O)N[C@@H](C)C(=O)N[C@H](C(=O)N[C@@H](CC(C)C)C(=O)N[C@@H](CCC(=O)O)C(=O)N[C@@H](CO)C(=O)N[C@H](C(=O)N[C@@H](Cc1ccccc1)C(=O)N[C@@H](CCC(N)=O)C(=O)N[C@@H](CCC(=O)O)C(=O)N[C@@H](CC(C)C)C(=O)NCC(=O)N[C@@H](CCCCN)C(=O)N[C@@H](CC(C)C)C(=O)N[C@H](C(=O)NCC(=O)N1CCC[C@H]1C(=O)N[C@@H](CC(N)=O)C(=O)N[C@@H](CO)C(=O)N[C@@H](CCC(N)=O)C(=O)O)[C@@H](C)O)C(C)C)[C@@H](C)O)[C@@H](C)O)C(C)C,41%[activator],.,-5%
Cc1ccc(-n2ncc3c(N4CCC(C)CC4)ncnc32)cc1C,-3%,-6%,.
O=C(NCc1ccccc1)c1cccc(COc2ccc(Cl)cc2)c1,-1%,-10%,7%
N#C/C(=C\c1cc([N+](=O)[O-])ccc1Cl)C(N)=O,-8%,4%,-3%
C[C@H]1CCC(=O)N([C@H](CN=[N+]=[N-])Cc2ccccc2)CC1,-1%,-12%&15%,0%
CC(OC(=O)c1ccc(O)cc1)C(=O)Nc1nc(-c2ccccc2)cs1 (stereo not given),-5%,-22%,.
O=S(=O)(CCN(CCS(=O)(=O)C(F)(F)F)CC1CCCO1)C(F)(F)F (stereo not given),-7%,-17%,2%
Cc1nc2scc(C)n2c(=O)c1S(=O)(=O)N1CCN(c2ccc([N+](=O)[O-])cc2)CC1,-5%,18%,-1%
CN1CCc2nc3ccccc3c(C(=O)OCC(=O)N(CCC#N)c3ccccc3)c2C1,2%,-3%,-3%
O=C(COC(=O)c1cc(=O)c2ccccc2o1)Nc1cc(Cl)ccc1Cl,-3%,19%,.
Fc1cc2ncn(Cc3ccccc3)c2cc1F,3%,-2%,?
Cc1ccc(-c2csc3ncnc(N4CCN(C(=O)c5ccccc5)CC4)c23)cc1,-5%,-3%,6%
O=C(N/N=C/c1ccoc1)c1ccc(Cl)cc1Cl,-4%,-19%,-4%
CCOC(=O)c1cn(CC)c2cc(N3CCSCC3)c(F)cc2c1=O,-2%,-6%,8%
CC(NCCN(C)C)C(=O)C12CC3CC(CC(C3)C1)C2 (stereo not given),-5%,-2%,0%
CCNC(=O)NC(=O)C(C)Sc1nc2ccccc2c(=O)n1-c1cccnc1 (stereo not given),-4%,-1%,5%
O=C(COC(=O)C1CC1)Nc1ccc(N=Nc2ccccc2)cc1,-6%,0%,16%
N#CCCN1CCN(S(=O)(=O)c2ccc3c(c2)OCCCO3)CC1,-3%,-11%,20%
Cc1ccc2c(NC(=O)c3ccco3)cccc2n1,?,11%,-3%
O=C(Cn1c2[n+](c3ccc(C(F)(F)F)cc31)CCCCC2)c1ccc2c(c1)OCCO2,-3%,2%,-2%
O=C(COC(=O)CNC(=O)c1ccc(Cl)cc1)NC1CCCCCC1,1%,-15%,.
Cc1oc(-c2ccccc2Cl)nc1CSCC(=O)O,1%,-13%,1%
COc1cc(-c2cc(-c3ccc(N)cc3)[nH]c(=O)c2C#N)cc(OC)c1OC,-4%,1%,-10%
O=C(NCc1ccccc1Cl)C1CCN(S(=O)(=O)N2CCCC2)CC1,-3%,0%,-16%
Cc1ccccc1OCC(=O)Nc1ccc(S(=O)(=O)N2CCCC2)cc1,-7%,-1%,1%
COc1ccccc1NC(=O)CN1CCN(CC(=O)Nc2ccc(OCc3ccccc3)cc2)CC1,-2%,-15%,?
Cn1c(N)c(C(=O)CSc2ccc3c(c2)OCCO3)c(=O)n(C)c1=O,26%,-2%,-7%
COc1ccc(/C=C/C(=O)NC(=S)Nc2cc3oc4ccccc4c3cc2OC)cc1,0%,0%,-3%
CC(C)Cc1ccc(-c2cc(=O)[nH][nH]2)cc1,-7%,2%,5%
Cc1cccc(NC(=O)Cn2nc(-c3cccs3)ccc2=O)c1C,1%,1%,0%
Nc1ccc(-c2cnc[nH]2)cc1[N+](=O)[O-],-4%,-3%,-3%
COc1ccc(N(CC(=O)NC2CCCCC2)C(=O)CNC(=O)c2ccco2)cc1,-1%,8%,-14%
Cc1cc(S(=O)(=O)NCCN2CCOCC2)c(C)s1,1%,15%,-2%
Cc1cc(-c2ccc(N3C(=O)CCC3=O)c(C)c2)ccc1N1C(=O)CCC1=O,1%,-1%,3%[2.35 µM]
COc1cc(C(=O)Nc2ccccc2N2CCOCC2)ccc1OCC(=O)N1CCOCC1,-3%,0%,-4%
O=C(/C=C/c1cccc([N+](=O)[O-])c1)Nc1ccc(Cl)cn1,-4%,13%,0%
O=C(C1CCCO1)N1CCN(C(=S)Nc2ccc(F)c(Cl)c2)CC1 (stereo not given),-5%,-14%,13%
Cc1ccc(Nc2cc(C)nc3c(C)cccc23)cc1,0%,-4%,-26%
CCOC(=O)N1CCN(Cc2ccc(F)cc2F)CC1,?,1%,24%
COCc1nnc(NC(=O)c2ccc3c(c2)OCO3)s1,-8%,-1%,0%
Cc1ccc(-n2c(SCC(N)=O)nnc2-c2cnccn2)cc1,-1%,1%,-3%
CCN1C(=O)C(CC(=O)NC)N(NC(=O)c2ccccc2)C1=S (stereo not given),1%,-2%,14%
CC(=O)Nc1ccc(Nc2nc(C(F)(F)F)nc3c2nnn3Cc2ccccc2Cl)cc1,-9%,-10%,3%
COc1ccc(Cn2c(-c3ccccc3)nc3c(c(=O)c4ccccc4n3C)c2=O)cc1,14%,6%,2%
c1ccc2c(c1)NCC1CCCN21 (stereo not given),2%,-16%,-10%
CCOC(=O)Cc1csc(Nc2c(C)n(C)n(-c3ccccc3)c2=O)n1,4%,-5%,6%
CCCC(=O)N1CCN(c2ccc(NC(=O)c3ccc(Br)o3)cc2)CC1,-6%,4%,5%
CCN1/C(=C/c2ccc3cc(C)cc(C)c3[n+]2CC)Sc2cc(C)ccc21,-28%,?,-13%
CCn1c(SCC(=O)Nc2cc(C)on2)nc2sc(C)c(C)c2c1=O,-28%,.,1%
Cc1[nH]c2ccccc2c1C(=O)CN1CCC(C)CC1,-3%,-12%,?
O=C(COc1ccc(Cl)cc1Cl)N1CCCN(C(=O)COc2ccc(Cl)cc2Cl)CC1,-7%[0.501 µM],-6%,10%
CCOc1ccc(/C(C)=N/NC(=O)Cn2nc([N+](=O)[O-])cc2C)cc1,-1%,1%,-6%
Cc1nn(-c2ccc(F)cc2)c(-n2cccc2)c1C(=O)NCCCN1CCN(c2cccc(Cl)c2)CC1,-8%,-6%,.
CC1(C)O[C@@H]2CC3C4C[C@H](F)C5=CC(=O)C=CC5(C)C4C(O)CC3(C)[C@]2(C(=O)CO)O1 (stereo not given in full),-6%,0%,-1%
CCOC(=O)N1CCN(c2nc3c(c(=O)[nH]c(=O)n3C)n2Cc2ccccc2Cl)CC1,4%,.,-10%
Cc1cc(NS(=O)(=O)c2cn(C)c(C)n2)ccc1Br,-3%,2%,.
COc1cccc(CNC(=O)CCNC(=O)c2ccco2)c1,-7%,1%,5%
O=C1c2ccccc2C(=O)N1CCCC(=O)N1CCc2ccccc21,-6%[0.501 µM],2%,5%
CNC(=O)CCc1ccc(OC)cc1,-5%,0%,22%
CCS(=O)(=O)N1CCc2cc(C(=O)Nc3cccc(Cl)c3C)ccc21,-3%,-2%,.
# (listing goes on)
SMILES,GCN5L2 inh,FEN1 inhibitor,N370S GC
CC(=O)Nc1ccc(S(=O)(=O)NNC(=O)c2cccc(Br)c2)cc1,-3%,-15%,-3%
COc1ccc(OCC(=O)NCC(c2cccs2)N2CCOCC2)cc1 (stereo not given),?,-4%,-6%
COc1ccccc1N1CC(C(=O)Nc2nnc(SCC(=O)NCC3CCCO3)s2)CC1=O (stereo not given),?,34%,-6%
CC12CCC(c3n[nH]c(=S)nc31)C2(C)C (stereo not given),21%,-4%,-10%
Cc1sc(NC(=O)c2ccccc2)c(C#N)c1-c1ccccc1,-10%,-10%,5%
O=C1C2C3C=CC(C3)C2C(=O)N1c1ccc(S(=O)(=O)Nc2nccs2)cc1 (stereo not given),-8%,-8%,-7%
O=C(O)CCCn1nc(C(F)(F)F)c2c1CCCCC2,-2%,-6%,9%[2.35 µM]
CC(=O)NC(Cc1ccccc1F)C(=O)NC1CCN(C(=O)c2cnccn2)CC1 (stereo not given),-1%,1%,-12%
Cn1ncc(Br)c1C(=O)NC1CCCC1,1%,-5%,3%
CCC(C)c1ccc(-n2c(=O)c3ccccc3n3c(=S)[nH]nc23)cc1 (stereo not given),0%,-12%,-5%
CCCN1CCN(C(=O)c2cc(COc3ccc(F)c(F)c3)on2)CC1,-2%,2%,-24%
Cc1ccc(CNC(=O)c2cnc(N3CCCC3)nc2C)cc1,-2%,-1%,.
N#Cc1c(C(F)(F)F)cc(-c2cccs2)nc1SCC(=O)Nc1cccc(C(F)(F)F)c1,-6%,-1%,.
CCOc1cc(/C=N/NC(=O)c2cccs2)ccc1OC(=O)N1CCOCC1,-3%,5%,-7%
Cc1c(Cl)c(C(F)(F)F)nn1CC(=O)NN,-4%,11%,1%
O=C(Nc1cnn(Cc2c(Cl)cccc2Cl)c1)C(c1ccccc1)c1ccccc1,-5%[0.501 µM],-8%,11%
Cc1ccc(N(C)C(=O)C2CCCN2S(=O)(=O)c2ccc3c(c2)n(C)c(=O)c(=O)n3C)cc1 (stereo not given),-5%,4%,6%
O=C(CSc1ccccn1)N1CCCC(Nc2ccc(F)c(F)c2)C1 (stereo not given),-8%,3%,4%
Cc1ccc(-c2cc(-c3coc4ccccc4c3=O)c3c(n2)-c2ccccc2OC3)cc1,-8%,6%,.
C(=N\N1CCN(Cc2ccccc2)CC1)/c1cccs1,2%,-2%,2%
C#CC[N+](C)(C)CC#Cc1ccccc1,-24%,-1%,0%
Cc1ccccc1-n1c(=O)n(Cc2ccco2)c(=O)c2[nH]cnc21,3%,6%,-6%
O=C(O)CSc1nc(-c2ccccc2)c(-c2ccccc2)[nH]1,0%,-11%,18%
CCc1sc(-c2c(C#N)c(N)nc3c2CCCCCC3)cc1[N+](=O)[O-],-9%,0%,2%[12.8 µM]
COc1cc(NC(=O)c2ccc([N+](=O)[O-])o2)ccc1NC(=O)c1ccco1,-20%,-13%,2%
Cc1cc(C)n2nc(C(=O)OCC(=O)N(CC(C)C)CC(C)C)nc2n1,-8%,1%,5%
O=C(CCN1CCCCO1)N1CCCC(N2CCN(c3ccc(F)cc3)CC2)C1 (stereo not given),-2%,0%,-3%
CC(=O)c1ccc2c(c1)OCCOCCOc1ccccc1OCCOCCO2,2%,5%,2%
CCN(Cc1ccccc1)S(=O)(=O)c1ccc(C(=O)Nc2nnc(-c3ccccc3OC)o2)cc1,-2%[0.501 µM],2%,-2%
COc1ccc(CCNC(=O)c2ccc(NS(=O)(=O)c3c(C)noc3C)cc2)cc1OC,-11%,-4%,3%
O=C(NCC(=O)N(Cc1ccccc1)C(C(=O)NC1CCCC1)c1ccco1)c1ccco1 (stereo not given),-28%,-11%,-5%
COc1ccc(Cn2nnnc2CN2CCC(O)(c3ccc(F)cc3)CC2)cc1,-3%,-2%,-12%

# Bioassay records from PubChem BioAssay.
